# MPTP inh: permeability transition pore inhibition; isolated mouse mitochondria, Ca2+ swelling absorbance, 30 min; inhibition, % at 10 µM; hit rate 1.4% among 360,000;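 active = inhibition of 50% or more, scaled per plate between neutral and stimulator controls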;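 note: 0% = DMSO wells given calcium and 100% = 1 mM EGTA wells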
# An asterisk follows results filed as active.
MPTP inh	SMILES
0.0	C[C@@H]1CCCCO[C@H](CN(C)C(=O)c2ccncc2)[C@H](C)CN([C@@H](C)CO)C(=O)c2cc(NC(=O)c3ccccc3)ccc2O1
-1.3	Cc1cc(C)c2cc(C#N)c(NCCCN)nc2c1
1.3	COc1ccc(CNC(=O)Nc2ccc3c(c2)c(=O)n(C)n3Cc2cc(C)cc(C)c2)cc1
-0.6	CC(=O)Nc1cc(-c2ccc(C(=O)N3CCOCC3)cc2)cn2c(-c3ccc(F)c(Cl)c3)cnc12
-0.4	Nc1cc(N)cc(C(=O)c2ccccc2)c1
0.8	O=C1OC(c2cccc3c(F)cccc23)c2ccccc21 (stereo unspecified)
-3.2	Cc1nn2c(=O)[nH]cnc2c1Cl
0.0	O=C(Nc1ccc(Br)cc1F)c1nc[nH]c1C(=O)N1CCc2ccccc2C1
-0.3	COC(=O)C[C@@H]1C[C@H]2c3cc(NC(=O)C4CCC4)ccc3O[C@H]2[C@@H](CO)O1
-1.2	CN[C@H]1C[C@H]2c3[nH]c4ccc(-c5cccc(C)c5)cc4c3CCN2C[C@H]1[C@H](C)O
-0.8	COC(=O)[C@]12CCCCC=C1N(Cc1ccc3c(c1)OCO3)C(=O)[C@H](CC(=O)NCc1cccc(C(F)(F)F)c1)C2
-0.5	O=C(NCc1ccccc1Cl)[C@H]1CCCN1C(=O)[C@H]1CCCN1
-2.8	COc1ccc(NC(=O)C[C@H]2C(=O)N(Cc3ccccc3)C[C@@H]2C)cc1
21.4	c1ccc(CNc2nc(NCc3cccs3)nc3ccsc23)cc1
0.2	COC(=O)[C@@]1(Sc2ccccc2)CC(=O)N[C@@H]1c1ccccc1
-1.3	O=C(NCc1ccccc1Cl)c1csc([C@@H]2C[C@H](O)[C@@H](CO)O2)n1
0.1	CC(=O)OC[C@@H]1CN(Cc2ccccc2)C[C@H](n2cnc3c(Nc4ccccc4)ncnc32)O1
-0.3	C[C@@H]1CNC(=O)c2c(C(=O)Nc3cccc(Cl)c3)ncn21
-1.4	COCCN(C(=O)CSc1nnc(-c2ccccc2F)o1)c1c(N)n(Cc2ccccc2)c(=O)[nH]c1=O
0.5	CCCNC(=O)C1(C)CCN(C(=O)c2ccc3snnc3c2)C1 (stereo unspecified)
-0.8	Cc1cccc(C)c1NC(=O)C(c1cc2ccccc2o1)N1CCN(C)CC1 (stereo unspecified)
-0.1	CC1(C(=O)Nc2ccc3c(c2)OCCO3)CN(S(C)(=O)=O)CC(=O)N1Cc1cccc(C(F)(F)F)c1 (stereo unspecified)
0.5	CCCCNC(=O)C[C@@H]1C[C@@]2(C(=O)OC)CC(C)(C)CC=C2N(CCc2ccc(OC)c(OC)c2)C1=O
-0.4	CN[C@H]1C[C@H]2c3cc(N4CCN(C)CC4)ccc3CCN2C(=O)[C@H]1[C@H](C)O
-0.9	COc1ccc(S(=O)(=O)N(C)C[C@@H]2OCc3cnnn3CCCC(=O)N([C@@H](C)CO)C[C@H]2C)cc1
-0.7	CCCCN(C)C(=O)c1sc(=O)n(Cc2c(C)cccc2C)c1C
0.1	CCOC(=O)C1=CCN(S(=O)(=O)c2ccccc2F)C1c1cccc(Br)c1 (stereo unspecified)
-0.7	Cc1ccc2c(c1)C(=O)N1c3cc(C)c(C)cc3NC(=O)C1C(=O)N2 (stereo unspecified)
-0.9	COc1ccccc1N1CCN(S(=O)(=O)CCNC(=O)/C=C/c2ccc3c(c2)OCO3)CC1
22.8	CC1=CC(=O)C(Sc2ccc(C)cc2)=CC1=O
0.7	CC1=CNC(=O)CC(C)(C)C1
0.0	C[C@@H]1CN([C@@H](C)CO)C(=O)c2cc(Br)cnc2O[C@H]1CN(C)C(=O)Cc1cccnc1
-0.8	CCCCN1C[C@H](c2ccc(OC)cc2)[C@@H](CC(=O)Nc2ccc(Br)cc2)C1=O
-0.9	CCCCCC(=O)N1C[C@H](n2cc(C3CC3)nn2)[C@@H](O)C[C@@H]1c1ccc(OC)cc1
-0.5	Nc1nnc2cc(F)ccc2n1
0.4	CSc1ncnc2c1ncn2CCCNc1ccc(C)c(C)c1
0.3	CC(NC(=O)C1CCN(Cc2ccccc2)CC1)c1cccc2ccccc12 (stereo unspecified)
1.9	O[C@H]1C[C@H](c2ccccc2)N(CC2CCCCC2)C[C@@H]1n1cc(-c2ccc(F)cc2)nn1
0.3	COc1ccc(S(=O)(=O)N2CCC[C@H]2C(=O)N2CCC[C@H]2C(=O)N[C@@H](C)c2ccccc2)cc1C
1.0	CN(C)CCNc1nc(-c2ccccc2F)c2sccc2n1

# Of the compounds above, these contain a Cl atom:
MPTP inh	SMILES
-0.6	CC(=O)Nc1cc(-c2ccc(C(=O)N3CCOCC3)cc2)cn2c(-c3ccc(F)c(Cl)c3)cnc12
-3.2	Cc1nn2c(=O)[nH]cnc2c1Cl
-0.5	O=C(NCc1ccccc1Cl)[C@H]1CCCN1C(=O)[C@H]1CCCN1
-1.3	O=C(NCc1ccccc1Cl)c1csc([C@@H]2C[C@H](O)[C@@H](CO)O2)n1
-0.3	C[C@@H]1CNC(=O)c2c(C(=O)Nc3cccc(Cl)c3)ncn21

# (next part)
MPTP inh	SMILES
-0.4	CC1(c2nnnn2-c2ccc3c(c2)OCCO3)CCC(=O)N1CCc1ccccc1F (stereo unspecified)
1.6	CC(C)C[C@@H]1Cc2[nH]c(=S)[nH]c(=O)c2[C@H](C)O1
1.0	N#Cc1ccccc1S(=O)(=O)N1CCN(C(=O)CN(Cc2ccco2)Cc2cccs2)CC1
-0.3	CC1(C(=O)Nc2ccc3c(c2)OCO3)CCN1C(=O)Cc1cc(F)ccc1F (stereo unspecified)
-0.5	CC(=O)Nc1ccc(NC(=O)C2(C)Cc3c(-c4ccccc4)ccnc3O2)cc1 (stereo unspecified)
0.0	COC(=O)[C@]12CCCCC=C1N(CCC1=CCCCC1)C(=O)[C@H](CC(=O)NCc1cccc3ccccc13)C2
-0.1	COCCNC(=O)/C(C#N)=C1\N=C(NC(=O)c2ccco2)c2ccccc21
-1.5	CC1(C(=O)NC2CCCC2)CCC(=O)N1C1CCN(Cc2ccccc2)CC1 (stereo unspecified)
-0.5	COc1ccc(Cc2nc3ccc(C(=O)NCc4cccc(C)n4)cc3o2)cc1OC
-0.5	O=C(Nc1cc(S(=O)(=O)N2CCOCC2)ccc1N1CCOCC1)c1cccc(Cl)c1
-2.4	C#CCNC(=O)C[C@@H]1C[C@@]2(C(=O)OC)CCCCC=C2N(Cc2ccc3c(c2)OCO3)C1=O
-0.5	CCC(=O)N1CCCC1(C)C(=O)Nc1cc(OC)ccc1OC (stereo unspecified)
-0.5	Nc1nc(N)nc(-c2cccc([N+](=O)[O-])c2)n1
-0.9	CC1(C(=O)Nc2ccc3c(c2)OCCO3)CCC(=O)N1C1CC1 (stereo unspecified)
2.1	COc1ccc([C@H]2CC(=O)C[C@@H](CCn3cc(C)nn3)O2)cc1
-1.3	OCCNc1ncnc2c1ncn2[C@H]1CN(Cc2ccc3c(c2)OCO3)C[C@@H](CO)O1
0.3	CC(=O)Nc1ccc(NC(=O)C(NC(=O)c2ccc(Cl)cc2)C(C)C)cc1 (stereo unspecified)
-0.5	COc1ccccc1Cc1c(C2CCCCC2)nc2ccc(Br)cn12
1.2	COc1ccc(Cl)cc1-c1cc(C(=O)NCc2ccccc2)[nH]n1
-0.9	O=C(C1CCCCC1)N1C[C@H](n2cc(C3CC3)nn2)[C@@H](O)C[C@@H]1c1ccc(Cl)cc1
-0.7	C=CCOc1ccccc1CNn1c(C)n[nH]c1=S
0.4	COCCn1cnc2c1c(=O)n(CC(=O)NC1CCCCC1)c(=O)n2Cc1ccccc1
0.4	CN(C)CCN1CCN(C2CN(Cc3cn(Cc4cccc(Cl)c4)nn3)S(=O)(=O)C2)CC1 (stereo unspecified)
0.0	COc1cccc(C(NC(C)=O)c2nc(-c3ccoc3)cs2)c1 (stereo unspecified)
1.1	COc1cccc(CNc2nc3cc(-c4cccc(OC)c4)sc3c(=O)n2C)c1
1.5	CCCCCCSc1ccc(-c2nc3cnccn3c2NC2CCCCC2)cc1
-0.2	CC1(c2nnnn2-c2ccc3c(c2)OCCO3)CCC(=O)N1CCc1c[nH]c2ccccc12 (stereo unspecified)
-0.6	O=C(Nc1ccc(N2CCCC2)c(Cl)c1)c1ccccc1F
0.7	O=C(Nc1cccc(Oc2ccccc2)c1)c1ccc(-n2cncn2)c2ccoc12
1.1	COC(=O)[C@@]12C[C@@H](CC(=O)NCCC(C)C)C(=O)N(Cc3ccc4c(c3)OCO4)C1=CCC(C)(C)C2
0.6	CC(=O)Nc1ccc(-c2ccnc3c2CC(C(=O)Nc2ccc(Cl)c(C(F)(F)F)c2)O3)cc1 (stereo unspecified)
0.1	COc1cc(NC(=O)CCl)ccc(=O)c1
0.4	Cc1ccc(NC(=O)COC(=O)CN2CCSC2=O)cc1F
0.2	COc1ccc(OC)c(NC(=O)C2(C)CCN2C(=O)CC2CC2)c1 (stereo unspecified)
-0.5	COC(=O)c1ccc2nc(-c3ccc(OC)c(OC)c3)c(Cc3ccccc3OC)n2c1
0.4	CCOC(=O)[C@]12CCC=C1N(CCC1=CCCCC1)C(=O)[C@H](CC(=O)NCc1cccc3ccccc13)C2
71.7*	COc1ccccc1CNc1nc(NCc2ccc3occc3c2)c2sccc2n1
0.5	Cc1ccc(C)c(NC(=O)COC(=O)c2cccc(S(=O)(=O)N3CCCC3)c2)c1
-0.3	O=[N+]([O-])c1ccc(C=NN2CCNC2=S)o1
2.2	CC(C)(C)C(=O)c1c(N)[nH]c(C(=O)c2ccccc2)c1-c1ccc(Cl)cc1
0.0	CC(C)C[C@H]1COc2cccc(N(C)CCO)c2S(=O)(=O)N1
0.9	O=C(O)c1cc([N+](=O)[O-])ccc1-c1ccc([N+](=O)[O-])cc1C(=O)O
0.4	COc1ncnc2c1ncn2CCCNc1ccc(C)c(C)c1
1.3	COc1cccc(OC)c1C(=O)N1CCN(Cc2c[nH]c3ccccc23)CC1
0.3	COc1c(C)cc(C(O)c2ncc(-c3ccccc3F)[nH]2)cc1C (stereo unspecified)
1.1	Cc1ccc(F)cc1C(=O)N1CCCCC1c1cc(C(=O)Nc2cccc(C#N)c2)no1 (stereo unspecified)
1.1	CCCS(=O)(=O)NC(=O)C1(C)CCCN(C(=O)c2cccc(Cl)c2)C1 (stereo unspecified)
1.0	COc1ccc(-c2nc3c(C)cc(Br)cn3c2Cc2cccc(Cl)c2)cc1OC
2.0	N#Cc1ccc2[nH]cc(C3c4cc(F)ccc4C=C(c4ccsc4)N3c3ccc(C#CCCO)cc3)c2c1 (stereo unspecified)
-0.1	Cc1ccccc1OCCC(=O)OCC(=O)Nc1ccc(C)c(S(=O)(=O)N2CCCCC2)c1
1.0	CCOc1ccc(NC(=O)CSc2nc3ccsc3c(=O)n2CCCCCC(=O)O)cc1
1.1	COc1ccccc1Cc1c(-c2ccc(Cl)cc2)nc2ccc(Cl)cn12
3.9	COc1ccc(C(N)c2csc(Nc3ccc(C(F)(F)F)cn3)n2)cc1 (stereo unspecified)
0.0	O=C(Nc1ccc2nc(C(F)(F)F)[nH]c2c1)[C@@H]1O[C@H](CO)[C@@H](O)[C@H]1O
4.7	CCCCc1c(-c2ccccc2OC)ncn1CCc1cccc(Cl)c1
-1.6	O=C1[C@H]2[C@@H](c3ccccc3)N[C@]3(CCCN(Cc4ccc(F)cc4)C3=O)[C@H]2C(=O)N1Cc1ccccc1
0.2	O=C(NCc1ccccn1)[C@@H]1CCCN1C(=O)[C@@H]1CCCN1C(=O)c1ccc(Cl)cc1
1.2	CC(=O)c1ccc(Nc2nc(CN)cs2)cc1
0.8	CCOC(=O)CC1(CC)Oc2ccccc2N1S(=O)(=O)c1ccc(C)cc1 (stereo unspecified)
0.3	CC1(C(=O)NCc2ccc3c(c2)OCO3)CCN1C(=O)Cc1cccc2ccccc12 (stereo unspecified)

# In a second layout: results already given.
molecule: CCC(=O)N1CCCC1(C)C(=O)Nc1cc(OC)ccc1OC (stereo unspecified)
  MPTP inh: -0.5

molecule: Nc1nc(N)nc(-c2cccc([N+](=O)[O-])c2)n1
  MPTP inh: -0.5

molecule: CC1(C(=O)Nc2ccc3c(c2)OCCO3)CCC(=O)N1C1CC1 (stereo unspecified)
  MPTP inh: -0.9

molecule: COc1ccc([C@H]2CC(=O)C[C@@H](CCn3cc(C)nn3)O2)cc1
  MPTP inh: 2.1

# (listing goes on)
MPTP inh	SMILES
0.0	CC(=O)c1ccc(Nc2nc(C(N)C3CCCCC3)cs2)cc1 (stereo unspecified)
3.5	OC(c1ccccc1)c1nc(/C=C/c2ccc(C(F)(F)F)cc2)cs1 (stereo unspecified)
0.5	CCC(CO)Nc1ccn2nc(-c3cc(OC)c(OC)c(OC)c3)cc2n1 (stereo unspecified)
-2.9	Cc1ccc(-c2c(C#N)c(N)n(-c3ccc(Cl)cc3)c(=O)c2C#N)cc1
1.9	O=C1OC(c2ccccc2)(N(Nc2ccccc2)c2ccccc2)c2ccccc21 (stereo unspecified)
-0.2	CCOC(=O)[C@]12CCCC=C1N(Cc1cccc3ccccc13)C(=O)[C@H](CC(=O)NCCCN1CCCC1=O)C2
1.3	COc1ccc(Cc2c(-c3cccc(Cl)c3)nc3cc(C)c(Br)c(C)n23)c(C)c1
0.5	Cc1nccn1CCC(=O)NC1CC(C)(C)Cc2c1cnn2-c1ccccc1 (stereo unspecified)
0.7	C[C@@H]1OC(C2CCCCC2)N(C)[C@H]2C[C@H]3c4[nH]c5ccccc5c4CCN3C[C@@H]12 (stereo partly specified)
0.2	CCc1nc2ccc(C(=O)N(CC)CCN(C)C)cn2c1N(C=O)CCC(C)C
-0.2	COc1ccc(Cn2cc(CN3CC(N4CCCCC4)CS3(=O)=O)nn2)cc1 (stereo unspecified)
5.7	Cc1cccc(C)c1NC(=O)C(c1ccc(C(F)(F)F)cc1)n1c(=O)c(-c2ccccc2)nc2ccccc21 (stereo unspecified)

# Source: PubChem BioAssay (Sanford-Burnham Center for Chemical Genomics)

# The list is partial; the hit share may differ from the screen's.
